M. tuberculosis – growth inhibition of non-replicating M. tuberculosis (AID 488890). inhibition, % at 25 µM, or IC50 in µM where a hit was titrated. Mycobacterium tuberculosis non-replicating, growth inhibition; higher % means a stronger effect. 0.39% of 320,000 active; in the data active = a potency from the dose series; inconclusive = inhibition mostly from about 82% at the one dose, without a potency; inactive = the rest, 99 in 100 with inhibition below about 76%;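 also: plate controls were DMSO cells for no effect and high antibiotic wells for full effect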
influenza NS1A – H1N1 influenza NS1A inhibitors, functional cell based assay (AID 504329) | 0.3% of 340,000 active | NS1A functional cell-based assay, percent inhibition; higher % means a stronger effect | one-dose inhibition, % at 12.5 µM; IC50 in µM for titrated hits; in the data active = a potency from the dose series; inconclusive = inhibition above about 27% without an active follow-up result; also: strong numbers were not always called active
inhibitors of VEEV – inhibitors of VEEV TC-83 cytopathic effect, confirmation, Vero cells (AID 588727); 0.13% of 350,000 active; inhibition, % at 20 µM; hits with a dose series show IC50 in µM; Vero cells, VEEV TC-83 cytopathic effect inhibition; higher % means a stronger effect; in the data active = a potency from the dose series; inconclusive = inhibition mostly from about 14% at the one dose, without a potency; inactive = the rest, 99 in 100 with inhibition below about 12%; also: strong numbers were not always called active
M. tuberculosis HTS – M. tuberculosis growth inhibition, HTS (AID 449762); M. tuberculosis H37Rv growth inhibition, 7H9 media; higher % means a stronger effect; one-dose inhibition, % at 25 µM; IC50 in µM for titrated hits; 0.59% of 330,000 active; in the data active = a potency from the dose series; inconclusive = inhibition above about 70% without an active follow-up result;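 also: bacterial growth assessed after seven days of incubation; strong numbers were not always called active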
PhoP GFP inhibition – Inhibition of PhoP regulon, Salmonella typhi GFP reporter cells, confirmation, 4 h (AID 1850); Salmonella Typhi PhoP-promoter GFP reporter, fluorescence, 4 h; higher % means a stronger effect; one-dose inhibition, % at 50 µM; IC50 in µM for titrated hits; 0.33% of 310,000 active; in the data active = a potency from the dose series; inconclusive = inhibition mostly from about 25% at the one dose, without a potency; inactive = the rest, 99 in 100 with inhibition below about 19%;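 also: 0% = induced wells with vehicle and 100% = uninduced wells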
inhibitors of VEEV 10K pilot screen – recorded beside inhibitors of VEEV, whose call it bears; inhibition, %; measured here: 10K pilot screen inhibition
* = called active by the depositor; i = inactive; u = inconclusive; x = not tested or not shown.

SMILES	M. tuberculosis	influenza NS1A	inhibitors of VEEV	M. tuberculosis HTS	PhoP GFP inhibition	others
COc1ccc(/C=C(\C#N)C(=O)Nc2cccnc2)cc1	-5.1%	-2.0%	2.2%	-6.7%	11.9%
CC(C)COC(=O)c1cccc2c1-c1ccccc1/C2=N\O	14.8%	0.9%	7.5%	x	0.8%
O=C(CSC1CC(=O)N(CCc2ccccc2)C1=O)Nc1ccc(Br)cc1 (stereo unspecified)	10.3%	1.1%	2.1%	-0.2%	11.6%
O=C(Nc1ccccc1)c1n[nH]c(Cn2cncn2)n1	0.7%	-6.1%	0.5%	-7.6%	4.7%
CCC(C)(C)C1CCc2[nH]nc(C(=O)O)c2C1 (stereo unspecified)	30.7%	-1.9%	0.1%	0.7%	-8.6%
COC(=O)c1cn(S(=O)(=O)c2ccccc2)c2ccccc12	-12.5%	-29.5%	1.1%	5.8%	-7.6%
Fc1ccc(CNC(=S)Nc2ccc(Cl)cc2Cl)cc1	65.8%	17.0%	i	-1.1%	-4.0%
O=C(NCc1ccco1)c1cc(S(=O)(=O)N2CCCCC2)ccc1Cl	6.0%	-1.0%	0.3%	-1.9%	x
Fc1ccc(-n2cc(-c3ccccc3)[n+]3c2SCC3)cc1	-3.7%	-9.3%	i	-8.2%	11.7%
Cc1c(C(=O)NCc2ccco2)oc2ccc(S(=O)(=O)N3CCC4(CC3)OCCO4)cc12	13.5%	13.8%	6.3%	-11.8%	-4.2%
Cc1noc(C)c1C(=O)Nc1ccccc1C(=O)NCCc1ccccc1	36.5%	-12.4%	0.7%	-2.8%	5.4%
CSCCC(NS(=O)(=O)c1cccs1)C(=O)NCc1ccccc1 (stereo unspecified)	-0.2%	-4.4%	0.1%	-3.6%	2.6%
CCCCn1c(N)c(N(CCOC)C(=O)COC(=O)CSc2cc(C)c3ccccc3n2)c(=O)[nH]c1=O	24.1%	-5.1%	1.3%	1.8%	4.4%
O=C(c1ccc(N2CCN(C3CC(=O)N(Cc4cccs4)C3=O)CC2)cc1)c1cccnc1 (stereo unspecified)	60.3%	-10.9%	1.6%	7.9%	0.6%
COc1cc(NC(=O)Nc2c(C)n(C)n(-c3ccccc3)c2=O)cc(OC)c1OC	7.8%	-0.5%	1.9%	-10.5%	-2.8%
Oc1ccc(Br)cc1CNc1cccc2cccnc12	35.9%	1.5%	4.7%	9.7%	3.5%
O=C(NC1CCCCC1)N1CCCc2ccccc21	16.2%	7.1%	3.1%	12.0%	-0.2%
COc1cccc(CNC(=O)CCn2c(=O)oc3ccccc32)c1	-8.3%	-13.9%	i	-10.0%	-1.0%
Cc1cc(C)n2nc(-c3ccccc3)c(-c3ccccc3)c2n1	18.0%	-6.2%	i	3.2%	1.8%
O=C(C1CCCN(S(=O)(=O)c2ccc(F)cc2)C1)N1CCOCC1 (stereo unspecified)	x	-9.0%	0.6%	x	x
CN(C)S(=O)(=O)Nc1cccc(Br)c1	-1.5%	-3.5%	0.9%	-7.8%	1.6%
O=C(O)Cn1c2c(c3ccccc31)CCCC2	10.3%	4.3%	1.9%	-5.7%	-0.6%
O=C(O)c1ccc2c(c1)S(=O)(=O)c1ccccc1C2=O	-9.2%	-3.6%	i	1.9%	0.7%
CCOCCCN1C(=O)C(=O)N(CC(=O)N2c3ccccc3NC(=O)CC2C)C1=O (stereo unspecified)	13.7%	-4.9%	i	-6.6%	x

Three entries drawn at random from the list so far:
SMILES	M. tuberculosis	influenza NS1A	inhibitors of VEEV	M. tuberculosis HTS	PhoP GFP inhibition	others
O=C(O)c1ccc2c(c1)S(=O)(=O)c1ccccc1C2=O	-9.2%	-3.6%	i	1.9%	0.7%
CCCCn1c(N)c(N(CCOC)C(=O)COC(=O)CSc2cc(C)c3ccccc3n2)c(=O)[nH]c1=O	24.1%	-5.1%	1.3%	1.8%	4.4%
O=C(NC1CCCCC1)N1CCCc2ccccc21	16.2%	7.1%	3.1%	12.0%	-0.2%

More results
SMILES	M. tuberculosis	influenza NS1A	inhibitors of VEEV	M. tuberculosis HTS	PhoP GFP inhibition	others
O=c1[nH]c2ccc([N+](=O)[O-])cc2nc1/C=C(\O)c1ccccc1	-7.4%	-10.1%	1.5%	51.0%	-5.8%
O=C(COc1ccccc1)Nc1nnc(-c2ccc(Cl)s2)o1	x	-11.3%	0.8%	23.1%	-2.8%
O=C(Cn1nc(C(=O)O)c2ccccc2c1=O)Nc1ccc(Br)cc1	-15.0%	9.9%	0.1%	0.8%	-10.6%
O=C(NC1CCS(=O)(=O)C1)c1cccnc1 (stereo unspecified)	17.4%	x	x	-1.6%	0.1%
CC(C)c1cccc(C(C)C)c1NC(=O)c1ccccc1	-5.0%	-3.5%	3.1%	7.8%	4.3%
CNCCCOc1cccc(Oc2ccccc2)c1	16.8%	13.6%	0.2%	5.6%	16.5%	inhibitors of VEEV 10K pilot screen=0.1
O=S(=O)(N1CCOCC1)N1CCN(c2ccc(F)cc2)CC1	-11.1%	-7.6%	0.5%	-0.1%	1.4%
O=C(c1cccnc1)N(c1cc2sc(=O)oc2c2ccccc12)S(=O)(=O)c1ccccc1	16.2%	-2.5%	9.1%	5.0%	-1.9%
COc1ccc(N2CCN(C(CNC(=O)C(=O)NCc3ccncc3)c3ccco3)CC2)cc1 (stereo unspecified)	10.8%	-0.9%	0.4%	5.9%	9.4%
COc1ccc(CCNCC(=O)Nc2ccccc2C(F)(F)F)cc1	4.9%	x	0.3%	-3.2%	-18.5%
COc1ccc(-c2c(C(C)=O)c(C)nc3sc4c(=O)[nH]nnc4c23)cc1	-8.6%	-7.8%	1.9%	4.7%	-0.4%
CC(C)CC(=O)NC(NC(=O)CC(C)C)c1cccc([N+](=O)[O-])c1	-5.0%	-6.4%	i	1.8%	-8.0%
O=C(CSc1nnc(Cc2cccs2)n1C1CC1)NC1CCS(=O)(=O)C1 (stereo unspecified)	-7.4%	0.5%	2.9%	-8.6%	x
CCOc1cccc2sc(NN)nc12	x	7.9%	5.1%	x	x
O=C(NNC(=O)c1csc(-c2cccnc2)n1)Nc1ccc(Cl)cc1	-10.3%	-2.0%	0.7%	-2.6%	-16.9%
CC(C)N1CCC(N2CCN(Cc3cccc4nonc34)CC2CCO)CC1 (stereo unspecified)	4.1%	-6.1%	0.5%	-12.6%	-22.6%
COc1ccccc1C(=O)NNC(=O)CCN1C(=O)/C(=C\c2ccccc2)SC1=S	3.0%	-8.9%	3.0%	7.7%	-2.2%
COc1ccc(N2CCN(C(=O)C3CCCO3)CC2)cc1 (stereo unspecified)	-7.3%	25.2%	0.8%	-3.7%	-5.2%
O=C(CSc1nnc(-c2cccnc2)s1)Nc1ccccc1	u	-9.6%	1.2%	5.5%	9.3%
O=C(NC1CCCC1)C(c1ccsc1)N(Cc1ccco1)C(=O)Cc1cccs1 (stereo unspecified)	24.1%	6.1%	4.1%	-1.9%	-0.5%
CCn1c(SCC(=O)c2ccc(F)cc2)nnc1-c1ccoc1C	3.4%	-0.5%	0.9%	1.6%	-6.8%
CCN(C(=O)CSc1nc2ccccc2c(=O)n1-c1cccc(C)c1)C1CCS(=O)(=O)C1 (stereo unspecified)	8.0%	-4.0%	1.6%	1.1%	-1.4%
Cc1cc(C(=O)NNS(=O)(=O)c2ccc(F)cc2)nn1C(C)(C)C	-3.7%	-3.5%	7.1%	-1.6%	-6.0%
Cc1cc(C)nc(NC(=O)Cc2ccc(Cl)cc2)c1	12.3%	-29.3%	0.7%	6.6%	5.7%

Already shown: an excerpt of the list.
SMILES	M. tuberculosis	influenza NS1A	inhibitors of VEEV	M. tuberculosis HTS	PhoP GFP inhibition	others
CCn1c(SCC(=O)c2ccc(F)cc2)nnc1-c1ccoc1C	3.4%	-0.5%	0.9%	1.6%	-6.8%
CCN(C(=O)CSc1nc2ccccc2c(=O)n1-c1cccc(C)c1)C1CCS(=O)(=O)C1 (stereo unspecified)	8.0%	-4.0%	1.6%	1.1%	-1.4%
Cc1cc(C(=O)NNS(=O)(=O)c2ccc(F)cc2)nn1C(C)(C)C	-3.7%	-3.5%	7.1%	-1.6%	-6.0%
Cc1cc(C)nc(NC(=O)Cc2ccc(Cl)cc2)c1	12.3%	-29.3%	0.7%	6.6%	5.7%

Remaining list, next part.
SMILES	M. tuberculosis	influenza NS1A	inhibitors of VEEV	M. tuberculosis HTS	PhoP GFP inhibition	others
C=CC[N+]1(CC#Cc2ccccc2)CCCC1	-6.8%	3.0%	i	-5.3%	-1.5%
CC(=O)Nc1cccc(NC(=O)C(C)N2c3cccc4cccc(c34)S2(=O)=O)c1 (stereo unspecified)	-9.8%	-8.2%	1.4%	-7.7%	1.2%
Cc1ccc(S(=O)(=O)N2CCN(Cc3ccccc3C(F)(F)F)CC2)cc1	-8.3%	4.3%	i	-0.5%	2.1%
c1ccc(CNC2CCCCCCC2)cc1 (tested in a mixture with another compound)	x	0.1%	i	x	x
Cc1ccc(NC(=O)c2ccccc2-c2cc(C)no2)cc1	44.1%	1.9%	0.2%	u	0.8%	inhibitors of VEEV 10K pilot screen=1.2
COc1ccc(OCC#CCN2CC(C)OC(C)C2)cc1 (stereo unspecified)	14.6%	6.2%	0.3%	-1.1%	4.9%
COc1cc(/C=C2\SC(N3CCC(C)CC3)=NC2=O)ccc1O	19.1%	-9.8%	1.6%	-8.6%	-2.5%
CCCCN(CCCC)Cc1ccc(N)cc1	x	0.3%	i	-5.8%	0.4%	inhibitors of VEEV 10K pilot screen=0.5
NC(N)=Nc1nc(-c2ccccc2)c2cc(F)ccc2n1	u	3.9%	11.6%	u	11.6%
O=C(Cn1cc(C(F)(F)F)ccc1=O)NCCc1ccc(Cl)cc1Cl	7.8%	-8.9%	0.6%	9.7%	-16.3%
O=C(CSc1nccn1Cc1ccco1)Nc1ccccc1	7.8%	5.1%	3.7%	-4.6%	-2.0%
CCN(CC)S(=O)(=O)c1ccc(N2CCOCC2)c(NC(=O)COc2ccc(C#N)cc2)c1	-1.4%	12.4%	i	-5.5%	-10.6%
COc1ccc(N(CC(=O)Nc2cc(OC)ccc2OC)S(=O)(=O)c2c(C)nn(C)c2C)cc1	14.6%	2.4%	12.0%	-13.9%	-3.3%
Cc1cc(Sc2nc(N(C)C)nc(N(C)C)n2)nc(Cl)n1	2.5%	-12.5%	0.3%	2.1%	-1.2%
CC(C)Oc1cccc(C(=O)C2CCCN(C(=O)c3ccoc3)C2)c1 (stereo unspecified)	-1.4%	-3.5%	1.2%	-2.0%	8.8%
COc1ccc(CCn2c(=N)c(C(=O)NCC3CCCO3)cc3c(=O)n4ccccc4nc32)cc1 (stereo unspecified)	16.9%	-7.9%	0.3%	6.5%	23.5%
COc1ccc(CNc2ccc([N+](=O)[O-])cn2)cc1	11.3%	18.7%	i	4.3%	5.2%
O=C(Nc1ncc(C(F)(F)F)cc1Cl)C1COc2ccccc2O1 (stereo unspecified)	u	-3.6%	1.4%	52.5%	-3.1%
CCOC(=O)CN1C(=N)N(c2nc(NC(C)C)nc(OC)n2)CC1=O	-13.4%	8.8%	2.6%	6.2%	3.4%
O=C(CSc1nc2ccccc2c(=O)n1CC1CCCO1)Nc1ccc(F)cc1 (stereo unspecified)	30.8%	-7.7%	3.6%	5.3%	-0.8%
COc1cc(C(=O)NCCCNC(=O)c2cc(OC)c(OC)c(OC)c2)cc(OC)c1OC	-7.3%	x	0.0%	-0.3%	10.7%
Cn1c(SCCN2CCCCC2)nnc1-c1ccccc1Br	-11.7%	4.8%	0.6%	2.0%	4.1%
Cc1cccn2c(=O)nc(SCC(=O)NCCc3ccccc3)nc12	-11.5%	-7.2%	1.9%	-7.4%	8.7%
CC1C(=O)CCC1(C(=O)O)c1ccccc1 (stereo unspecified)	2.4%	0.9%	1.6%	-0.4%	-5.3%
CCn1c(SCC(=O)NC2CCCC2)nnc1C(C)NC(=O)c1ccccc1F (stereo unspecified)	4.2%	-23.7%	i	4.4%	-9.0%
COc1cccc(N=C2CC(C)(C)CC(=O)/C2=C(/O)c2ccccc2)c1	4.5%	6.8%	6.0%	-1.4%	5.7%
CN(C)CC(c1ccccc1)c1ccccc1	-13.3%	x	u	-1.1%	-0.9%
CCOc1cc(C(N)=O)cc(Br)c1OCc1ccccc1	28.4%	-7.0%	1.4%	-1.9%	-13.3%
CCCCSc1nnc(CCC)n1N	u	4.0%	i	-5.3%	-14.1%
CC(C)[C@H](CO)Nc1nc(NCc2ccc(S(N)(=O)=O)cc2)c2ncn(C(C)C)c2n1	-11.8%	11.4%	i	-12.1%	-20.2%
O=C(COC(=O)CCc1ccc(S(=O)(=O)N2CCOCC2)cc1)NCc1ccc(Cl)cc1	7.9%	-17.7%	0.9%	0.8%	1.6%
COc1cn(-c2ccccc2)nc1C(=O)Nc1ccc(C)cc1	29.4%	7.0%	i	14.8%	1.5%
Cc1cccc(C)c1NC(=O)CSc1nnc(-c2ccncc2)n1Cc1ccco1	4.9%	-7.9%	0.5%	-7.8%	-4.4%

Compound activity as filed in PubChem.
